Source: PubChem (Sanford-Burnham Center for Chemical Genomics)
SENP6 block – SENP6 protease inhibitors, primary screen, biochemical, luminescence, uHTS. Recombinant SENP6 catalytic domain, aminoluciferin luminescence. AID 2599, 2010. inhibition, % at 10 µM. hit rate 1.8% among 330,000;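 active = inhibition above about 50% at the single tested dose, limit read from the data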;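 also: plate controls were DMSO wells with enzyme for no effect and DMSO wells lacking enzyme for full effect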
HKDC1 inhibitor – HKDC1 hexokinase inhibitors, primary screen, biochemical, fluorescence, uHTS | Q2TB90 | recombinant HKDC1, G6PDH/diaphorase resazurin coupled fluorescence | inhibition, % at 20 µM | hit rate 0.16% among 340,000;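 active = inhibition above about 35% when tested at 20 µM, limit read from the data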;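 also: plate controls were DMSO wells with enzyme for no effect and DMSO wells lacking enzyme for full effect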
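Test system: HK5 enzyme. Quantity: 5 µg/mL HK5 final. Reagent: glucose and ATP substrates. Schedule: 90 min reaction incubation at room temperature, dark. Technique: resazurin-to-resorufin fluorescence via G6PDH and diaphorase coupling, 525/613 nm. Control set: DMSO wells with and without enzyme mix.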
SENP8 block-1 – human SENP8 protease inhibitors, primary screen, biochemical, fluorescence, Nedd8 protein substrate, uHTS. Sentrin-specific protease 8 (Homo sapiens), Q96LD8. recombinant SENP8. inhibition, % at 20 µM. hit rate 0.64% among 360,000. AID 602440, 2012; in the data active = inhibition mostly above about 40%, no sharp cut-off; inactive = mostly below about 27%
Target sequence (Q96LD8 whole entry, looked up): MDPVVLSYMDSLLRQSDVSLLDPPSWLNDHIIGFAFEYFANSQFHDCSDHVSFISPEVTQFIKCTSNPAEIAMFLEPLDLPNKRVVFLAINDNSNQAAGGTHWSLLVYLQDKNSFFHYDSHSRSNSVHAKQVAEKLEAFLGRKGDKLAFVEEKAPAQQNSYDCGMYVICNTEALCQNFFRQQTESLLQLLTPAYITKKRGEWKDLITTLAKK
SENP1 inh – human SENP1 catalytic domain inhibitors, primary screen, biochemical, FRET, uHTS | Sentrin-specific protease 1 (Homo sapiens), Q9P0U3 | recombinant SENP1 catalytic domain, CyPet-SUMO1-YPet FRET cleavage | inhibition, % at 10 µM | hit rate 0.21% among 360,000 | AID 624204, 2012;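 active = inhibition at least 30% at 10 µM, raw YFP signal under a set limit, fluorescence ratio 0.5 to 1.5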;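 also: 0% = enzyme with DMSO and 100% = no enzyme wells; some results filed as inactive read as strong as hits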
Target sequence (Q9P0U3 419-644 limits assumed): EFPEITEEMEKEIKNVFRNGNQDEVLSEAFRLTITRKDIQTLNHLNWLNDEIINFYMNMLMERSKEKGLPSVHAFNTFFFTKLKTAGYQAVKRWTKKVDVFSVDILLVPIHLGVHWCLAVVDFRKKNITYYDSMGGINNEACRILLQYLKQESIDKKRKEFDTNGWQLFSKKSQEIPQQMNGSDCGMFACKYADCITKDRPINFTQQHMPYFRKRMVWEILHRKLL
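Test system: human SENP1 catalytic domain; medium: Tris pH 8 buffer plus EDTA, NaCl, BME, BSA, NP40, catalase; incubation: 50 min reaction at room temperature; technique: FRET, CFP and YFP emission; controls: no-enzyme low control and enzyme-plus-DMSO high control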
UBC13 polyUb – UBC13 polyubiquitin chain formation inhibitors, primary screen, biochemical, TR-FRET, uHTS; inhibition, % at 20 µM; hit rate 0.47% among 330,000; Ubiquitin-conjugating enzyme E2 N (Homo sapiens), P61088; in the data active = inhibition above about 45%, passing the limit was not always enough
Target sequence (P61088 whole entry, looked up): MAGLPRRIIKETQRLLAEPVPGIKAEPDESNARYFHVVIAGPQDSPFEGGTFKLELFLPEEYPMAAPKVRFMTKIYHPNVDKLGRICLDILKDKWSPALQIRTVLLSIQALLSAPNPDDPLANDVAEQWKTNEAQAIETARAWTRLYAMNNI
beta cell repl – inducers of MIN6 beta-cell proliferation, primary screen, ATP luminescence, uHTS | MIN6 cells proliferation, ATPlite luminescence, 48 h; cells starved in 0.2% serum; 100% = growth in 10% serum | proliferation, % at 10 µM | hit rate 0.29% among 330,000 | AID 2380, 2010;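 active = compounds whose signal lies at least 3.5 SD above the mean of all wells on their plate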;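 also: 0% = DMSO-treated cells in low-serum medium and 100% = 10% serum control; some compounds called inactive have numbers as strong as hits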
PfGluPho inh – PfG6PD enzyme inhibitors, primary screen, biochemical, fluorescence intensity, uHTS; PfGluPho enzyme, NADPH resazurin-diaphorase fluorescence; inhibition, % at 20 µM; hit rate 0.78% among 350,000; AID 504690, 2011;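 active = inhibition reaching at least a set limit at 20 µM in the primary screen, cut at about 59% in these data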;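 also: 0% = DMSO wells with substrate and 100% = DMSO wells lacking glucose-6-phosphate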
SENP8 block-2 – SENP8 protease inhibitors, primary screen, biochemical, luminescence. purified SENP8, Z-RLRGG-aminoluciferin cleavage. inhibition, % at 10 µM. hit rate 1.2% among 330,000. AID 2540, 2010; in the data active = inhibition above about 50%
SENP7 block – SENP7 protease inhibitors, primary screen, biochemical, luminescence, uHTS | Sentrin-specific protease 7 (Homo sapiens), Q9BQF6 | recombinant SENP7, Z-RLRGG-aminoluciferin luminescence, 40 min | inhibition, % at 5 µM | hit rate 1.5% among 330,000;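 active = inhibition above about 50% at the single test dose, limit read from the data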;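 also: plate controls were DMSO with enzyme for no effect and no enzyme buffer wells for full effect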
Target sequence (Q9BQF6 706-1050 limits assumed): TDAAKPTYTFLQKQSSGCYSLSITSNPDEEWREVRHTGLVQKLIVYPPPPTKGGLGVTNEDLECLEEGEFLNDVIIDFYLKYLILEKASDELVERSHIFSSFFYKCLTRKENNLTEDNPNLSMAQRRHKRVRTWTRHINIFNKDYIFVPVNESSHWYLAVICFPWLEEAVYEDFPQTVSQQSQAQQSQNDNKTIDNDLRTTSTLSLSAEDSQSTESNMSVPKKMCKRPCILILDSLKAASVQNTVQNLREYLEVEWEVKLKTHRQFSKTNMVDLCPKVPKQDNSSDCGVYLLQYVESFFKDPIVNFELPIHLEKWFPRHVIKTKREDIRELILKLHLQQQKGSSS
Active calls of the source: *; x = not tested or not shown. Compounds as they come. Share with any hit: about 4%.

SMILES | SENP6 block | HKDC1 inhibitor | SENP8 block-1 | SENP1 inh | UBC13 polyUb | beta cell repl | PfGluPho inh | SENP8 block-2 | SENP7 block
NC(=O)CC(NC(=O)Cc1cccc2ccccc12)c1ccc(NC2CCCCCC2)c([N+](=O)[O-])c1 (stereo not drawn) | -9 | -8 | 28 | 7 | -27 | -8 | 4 | 3 | 1
CCOC(=O)Cn1c(=O)c2c(nc(N3CCOCC3)n2C)n(C)c1=O | -1 | -6 | 5 | 0 | 0 | -1 | -15 | 2 | 1
CCOc1ccccc1NC(=O)c1cc(-c2ccncc2)nc2c(Cl)cccc12 | x | 3 | 6 | 1 | x | x | 15 | x | x
C=CCOc1c(CNc2ccc3[nH]c(=O)[nH]c3c2)cccc1OC | 3 | -1 | -21 | -2 | -18 | 1 | 21 | -2 | 4
Nc1c(Br)cc2oc(-c3ccccc3)nc2c1Br | 17 | 3 | -75 | -2 | 2 | 0 | -10 | -11 | 16
COc1ccc(N(C(=O)CNC(=O)c2ccco2)C(C(=O)NCC2CCCO2)c2ccc(OC)c(OC)c2)cc1 (stereo not drawn) | -30 | -6 | 4 | 1 | -1 | -1 | -3 | 2 | 4
OC1(c2ccc(Cl)cc2)CCN(Cc2nc(-c3cnccn3)no2)CC1 | -5 | 2 | -1 | -1 | 0 | 2 | -8 | 5 | -1
Oc1ccc(C=Nc2ccccc2-c2nc3ccccc3[nH]2)c(O)c1 | -19 | 18 | -276 | -8 | 7 | 0 | 25 | -10 | 5
O=C1CC(=O)N2CCSC2=N1 | x | -6 | 4 | 0 | x | x | 11 | x | x
CCCCOc1ccc(C(=O)CCN2CCCCC2)cc1 | -10 | 0 | -4 | 0 | 12 | -8 | -8 | -9 | -9
CCc1cccc(NC(=O)C(NC(=O)C2CCCCC2)C(C)C)c1 (stereo not drawn) | 2 | -3 | 16 | 2 | 3 | -4 | -10 | -1 | 5
COc1ccc(NC(=O)COC(=O)CNC(=O)C2CCCCC2)cc1 | -28 | -2 | 10 | 0 | -9 | 0 | -3 | -7 | -6
CC1CN(S(=O)(=O)c2cccc(C(=O)OC/C(O)=C(\C#N)c3nc4ccccc4[nH]3)c2)CC(C)O1 (stereo not drawn) | -10 | -6 | -28 | -45 | -8 | -1 | -22 | 2 | 4
Fc1ccc(-c2nnc(SCc3cccnc3)o2)cc1 | -13 | -6 | -8 | -12 | 7 | -1 | 4 | -7 | -2
Cc1cc(C)c2oc(=O)cc(CN3CCC(C)CC3)c2c1 | -8 | 5 | 2 | -10 | -6 | 1 | -14 | 2 | 0
O=C(O)c1cc(C(F)(F)F)nc2c(C(F)(F)F)cccc12 | 1 | 4 | 2 | 2 | -9 | -1 | 14 | -2 | 1
O=C(NCc1ccccc1)N(Cc1cc2cc3c(cc2[nH]c1=O)OCO3)CC1CCCO1 (stereo not drawn) | -24 | -4 | -417 | 1 | -9 | -1 | -14 | -10 | -4
CC(=O)c1cc2c(cc1NC(=O)CN1CCN(c3cccc(C(F)(F)F)c3)CC1)OCO2 | -6 | -1 | -47 | 2 | 10 | -1 | 11 | -2 | 4
CCOc1ccccc1NC(=O)CSc1nnc(-c2cnccn2)n1CC | 5 | -3 | 16 | 3 | 15 | -4 | 73* | 3 | -3
CCOC(=O)C1=C(O)/C(=C/N(C)C)N=C1C | 2 | 0 | -26 | -2 | -1 | -1 | -21 | 2 | -2
COC(=O)c1ccncc1N | -3 | -4 | -409 | 3 | 9 | 0 | -5 | 0 | 2
Cc1ccc(C(=O)NCC(=O)Nc2cc(C)ccn2)cc1 | -6 | 0 | -8 | -1 | -4 | -5 | 11 | -8 | 13
COc1ccc2oc(=O)c(C(=O)N3CCN(C(=O)c4ccco4)CC3)cc2c1 | -12 | 0 | -314 | -18 | 13 | -1 | -9 | -9 | -7
O=C(NCc1ccc2c(c1)OCO2)c1cccc(S(=O)(=O)N2CCCC2)c1 | -7 | -3 | 8 | -2 | -7 | -1 | -1 | -1 | 8
COc1ccc(C2CC(=O)C(C=NCCO)=C(O)C2)cc1 (stereo not drawn) | -10 | -4 | 9 | -4 | -4 | -4 | -15 | -3 | -1

(continued)
SMILES | SENP6 block | HKDC1 inhibitor | SENP8 block-1 | SENP1 inh | UBC13 polyUb | beta cell repl | PfGluPho inh | SENP8 block-2 | SENP7 block
CCOC(=O)C(C(=O)OCC)[C@@H]1CS(=O)(=O)C[C@H]1C(C(=O)OCC)C(=O)OCC | -1 | -9 | 11 | 0 | -4 | 0 | -3 | -10 | 1
COc1cc(C2C(C(=O)c3ccc(C)o3)=C(O)C(=O)N2c2cc(C)on2)ccc1O (stereo not drawn) | -6 | -7 | 18 | -8 | 2 | -2 | -31 | -2 | 4
COc1cc(NC(=S)NCC2CCCO2)c(OC)cc1Cl (stereo not drawn) | -8 | -11 | 10 | 4 | -6 | -1 | -4 | -1 | -3
O=S(=O)(c1ccc2c(c1)OCCO2)N1CCc2ccccc21 | -14 | 1 | 20 | 1 | -3 | -1 | -6 | -1 | -3
O=C(Cn1ccc2ccccc2c1=O)NCC1COc2ccccc2O1 (stereo not drawn) | -1 | 1 | -20 | -4 | 1 | -3 | 4 | -4 | -7
CCn1c(C(c2ccccc2)c2ccccc2)n[nH]c1=S | -41 | -3 | 8 | 2 | 0 | -3 | 30 | -20 | -6
O=C1CC(c2ccccc2)C(C(=O)O)N1 (stereo not drawn) | -10 | -6 | 4 | -2 | 4 | -4 | -31 | 0 | -7
COc1cc(NC(=O)c2ccccc2[N+](=O)[O-])c(C(=O)O)cc1OC | -2 | -1 | 16 | 2 | -4 | -1 | 0 | -10 | -5
Nc1ncnc2c1ncn2[C@@H]1O[C@H](CNCc2ccc(-c3cc(C(F)(F)F)ccc3Cl)o2)[C@@H](O)[C@H]1O | x | -3 | -2 | -8 | x | x | -1 | x | 3
O=C(Nc1ccccc1Sc1ccccc1)c1ccc(F)cc1 | -26 | 19 | 7 | 2 | 1 | -1 | 7 | -4 | -3
CC(C)(C)c1nnc(N/N=C/c2ccccc2O)n(N)c1=O | -10 | 28 | 8 | 1 | -26 | 0 | -15 | -7 | -8
COc1ccc(S(=O)(=O)N2CCN(C(=O)c3ccc(NC(C)=O)cc3)CC2)cc1 | -8 | 4 | 20 | 1 | 18 | -1 | -6 | 13 | -3
Cn1cnc2nc(Cl)nc(Cl)c21 | x | 7 | 6 | 2 | x | x | -11 | x | x
C=CCn1c(SCC(=O)N2CCOCC2)nnc1C(C)NC(=O)c1ccccc1 (stereo not drawn) | -2 | -5 | 6 | 1 | -11 | 1 | -4 | -3 | 5
COc1ccc(-c2cc(C(=O)Nc3cc(S(N)(=O)=O)ccc3C)c3ccccc3n2)cc1OC | -2 | 2 | -420 | -7 | -3 | -3 | 10 | 3 | 0
O=S(=O)(NCC(c1ccco1)N1CCN(c2ccccc2F)CC1)c1ccc(F)cc1 (stereo not drawn) | 3 | 6 | 3 | 1 | 0 | -2 | 8 | -5 | 2
O=C(Nc1nccs1)C1CC(=O)N(Cc2ccco2)C1 (stereo not drawn) | -12 | -7 | 0 | 1 | 5 | -3 | 10 | -4 | 4
O=C(CSc1nnc(C2COc3ccccc3O2)o1)N1CCCCC1 (stereo not drawn) | -7 | -4 | 7 | 1 | -4 | -2 | -2 | 3 | 4
COc1ccccc1CCNC(=O)C(=O)c1cn(CC(=O)N2CCCC2)c2ccccc12 | -5 | -18 | -4 | -7 | 2 | -1 | -31 | 8 | -3
c1ccc(-c2cc(N3CCOCC3)nc(-c3ccccc3)n2)cc1 | -8 | -14 | -183 | 2 | 6 | -3 | 0 | 3 | -4
COc1cc([N+](=O)[O-])ccc1NC(=O)COC(=O)c1ccc(NC(N)=O)cc1 | -30 | 3 | 22 | 4 | -4 | -1 | 10 | -4 | 14
CCOc1ccc(CN2CCN(Cc3cccn3-c3nccs3)CC2CCO)cc1 (stereo not drawn) | -6 | -1 | 7 | 0 | 11 | -1 | -20 | 3 | 0
CCC(C)[C@@H](N)C(=O)N/N=C/c1ccc2ncccc2c1 (stereo partly drawn) | -7 | -10 | 1 | 1 | -9 | -3 | -4 | 2 | 9
NS(=O)(=O)c1ccccc1NC(=O)c1c(O)c2ccccc2[nH]c1=O | -15 | 0 | -23 | 2 | 26 | -6 | 8 | 8 | 0
Cc1cccc2cc(C(c3nnnn3C3CCCC3)N3CCOCC3)c(=O)[nH]c12 (stereo not drawn) | -3 | 6 | -77 | -3 | -19 | -1 | -21 | -5 | -6

PfGluPho inh: what is marked active above
smiles	SENP6 block	HKDC1 inhibitor	SENP1 inh	UBC13 polyUb	PfGluPho inh	SENP8 block-2	SENP7 block
CCOc1ccccc1NC(=O)CSc1nnc(-c2cnccn2)n1CC	5	-3	3	15	73*	3	-3

(next part)
SMILES | SENP6 block | HKDC1 inhibitor | SENP8 block-1 | SENP1 inh | UBC13 polyUb | beta cell repl | PfGluPho inh | SENP8 block-2 | SENP7 block
CCOc1ccc(CCN2C(=S)N([C@@H](CC(C)C)CN3CCCC3CN3C(=S)NC[C@@H]3Cc3ccc(O)cc3)C[C@@H]2CC(C)C)cc1 (stereo partly drawn) | x | -5 | 9 | 2 | x | x | 33 | x | x
CCC(=O)c1ccc(OC(=O)C2CCN(C3=NS(=O)(=O)c4ccccc43)CC2)cc1 | -8 | 3 | 19 | 5 | 5 | 2 | -4 | 7 | -1
Cc1c(C)c2cc(Cl)c(OCc3nn[nH]n3)cc2oc1=O | 6 | 2 | -442 | -12 | 10 | -3 | -9 | 1 | 0
Cc1ccc(-n2nc3c(c2NC(=O)c2ccc4c(c2)OCO4)CS(=O)C3)cc1 (stereo not drawn) | -6 | 1 | 32 | 3 | 10 | 0 | 8 | -1 | 7
COc1ccc(NC(=O)c2cccc(NC(=O)c3ccccc3)c2)cc1 | 10 | 5 | 7 | 1 | 0 | -3 | 2 | 5 | 10
CCc1sc(C(=O)NC2CCN(C)CC2)cc1Br | 3 | 1 | 18 | -1 | 6 | 2 | -6 | 10 | -3
COc1ccccc1N1CCN(C(=O)c2ccc3c(c2)CCN3S(C)(=O)=O)CC1 | -4 | 5 | 23 | 4 | -4 | 4 | 0 | 2 | -1
Cc1ccc(CS(=O)Cc2ccc(C(=O)NCc3ccc4c(c3)OCO4)o2)cc1 (stereo not drawn) | 7 | 1 | 8 | 2 | 0 | -1 | -11 | 7 | 2

Entries of single compounds from above.
Cc1ccc(-n2nc3c(c2NC(=O)c2ccc4c(c2)OCO4)CS(=O)C3)cc1 (stereo not drawn) in the list: SENP6 block: -6; HKDC1 inhibitor: 1; SENP8 block-1: 32; SENP1 inh: 3; UBC13 polyUb: 10; beta cell repl: 0; PfGluPho inh: 8; SENP8 block-2: -1; SENP7 block: 7
CCc1sc(C(=O)NC2CCN(C)CC2)cc1Br in the list: SENP6 block: 3; HKDC1 inhibitor: 1; SENP8 block-1: 18; SENP1 inh: -1; UBC13 polyUb: 6; beta cell repl: 2; PfGluPho inh: -6; SENP8 block-2: 10; SENP7 block: -3
